Screens: PubChem, several laboratories
STK33 kinase inh: inhibitors of purified STK33 kinase, primary screen, biochemical, ADP-Glo luminescence, homogeneous, cell-free; Serine/threonine-protein kinase 33 (Homo sapiens), Q9BYT3; 320,000 tested, 0.073% active; MBP phosphorylation; inhibition, % at 10 µM;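 active means inhibition at or above 25%, using the most active replicate where run in duplicate; inactive means inhibition below 25%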
Target sequence (Q9BYT3 whole entry, looked up): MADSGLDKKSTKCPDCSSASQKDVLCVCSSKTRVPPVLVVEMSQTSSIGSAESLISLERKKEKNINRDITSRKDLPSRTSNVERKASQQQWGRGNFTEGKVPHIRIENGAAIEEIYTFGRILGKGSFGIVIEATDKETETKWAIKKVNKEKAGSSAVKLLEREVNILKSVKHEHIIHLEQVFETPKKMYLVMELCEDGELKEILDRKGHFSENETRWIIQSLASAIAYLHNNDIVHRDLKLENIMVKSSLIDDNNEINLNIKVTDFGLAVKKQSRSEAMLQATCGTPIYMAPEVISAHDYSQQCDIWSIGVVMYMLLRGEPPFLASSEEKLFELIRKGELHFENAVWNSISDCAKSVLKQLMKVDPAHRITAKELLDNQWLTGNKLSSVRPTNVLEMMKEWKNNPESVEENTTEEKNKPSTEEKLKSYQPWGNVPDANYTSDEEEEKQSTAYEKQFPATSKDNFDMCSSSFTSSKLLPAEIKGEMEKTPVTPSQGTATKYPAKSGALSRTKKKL
KCNQ2 block: KCNQ2 potassium channel inhibitors, primary screen, cell-based, CHO-K1, FluxOR thallium flux, B-score (AID 2156); 20 min; hits give low values; B-score at 10 µM; 310,000 tested, 1.1% active;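 active means fluorescence ratio B-score at most minus 3 library SDs, with starting brightness B-score within 2 library SDs, cut at about -5.5 in these data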
Kir21 inh: inhibitors of mouse Kir2.1 inward-rectifier potassium channel. HEK293-Kir2.1, FluxOR thallium flux fluorescence; hits give low values. 310,000 tested, 0.85% active. Inward rectifier potassium channel 2 (Mus musculus), P35561. B-score at 10 µM;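 active means fluorescence ratio B-score at or below minus 3 SD of library scores, with starting-brightness B-score within 2 SD, cut at about -4.2 in these data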;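 further: channel flux triggered by added potassium and thallium sulfate stimulus; B-score of peak minus minimum fluorescence over baseline after thallium stimulus; more negative B-score means stronger Kir2.1 block with less thallium influx; some compounds called inactive have numbers as strong as hits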
Target sequence (P35561 whole entry, looked up): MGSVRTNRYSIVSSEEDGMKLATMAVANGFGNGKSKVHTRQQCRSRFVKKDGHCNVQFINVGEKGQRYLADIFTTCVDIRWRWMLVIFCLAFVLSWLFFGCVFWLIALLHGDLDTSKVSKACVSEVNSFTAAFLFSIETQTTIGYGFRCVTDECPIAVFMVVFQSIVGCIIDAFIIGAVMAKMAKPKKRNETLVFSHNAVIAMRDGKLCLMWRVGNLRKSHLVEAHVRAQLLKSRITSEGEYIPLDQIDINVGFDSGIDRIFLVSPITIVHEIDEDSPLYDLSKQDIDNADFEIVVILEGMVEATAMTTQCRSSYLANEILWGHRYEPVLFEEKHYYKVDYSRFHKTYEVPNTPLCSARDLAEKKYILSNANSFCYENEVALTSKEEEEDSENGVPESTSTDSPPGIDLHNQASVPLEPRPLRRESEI
Starred values were filed as active, the others as inactive; i = inactive; x = no result given.

SMILES	STK33 kinase inh	KCNQ2 block	Kir21 inh
CCN(CC)S(=O)(=O)c1ccc(N2CCOCC2)c(NCC(=O)Nc2ccc(F)cc2)c1	-2.1	i	0.32
Cc1cc(-n2c(C)cc(C(=O)CSc3ccc4c(c3)OCCO4)c2C)no1	-0.3	-6.9*	0
Cc1cccn2c(=O)c(/C=C(\C#N)C(N)=O)c(N3CCN(c4ccccc4)CC3)nc12	-0.4	i	-0.22
CSc1ccc(CN(C)Cc2cc(=O)oc3c(C)c(C)ccc23)cc1	1.0	i	-0.5
S=C(NCc1ccccn1)Nc1cccc(Cl)c1	-1.3	i	0.06
Cc1oc(C)c2c(=O)ccc3c(c12)OC(N)=C(C#N)C3c1ccccc1 (stereo not given)	0.2	i	0
COc1cccc(/C=C/C(=O)N(C)CC(=O)Nc2ccc(Cl)c(C(F)(F)F)c2)c1	-2.3	i	0.93
CCCCn1c(-c2ccc(Cl)c(Cl)c2)nc2cc3[nH]c(=O)c(C(C)C)nc3cc21	-1.0	i	0.62
O=C(Nc1ccccc1Oc1cccnc1)C1CCCN(Cc2cccc(Cl)c2)C1 (stereo not given)	-0.4	i	-1.9
CCOC(=O)C1CCN(Cc2ccc(OC)cc2OC)CC1	-0.8	i	-0.04
O=C(NC1CCCCCC1)c1ccc(OCC2CCCO2)cc1 (stereo not given)	1.4	i	0.4
CCOc1ccccc1C(=O)NCC(=O)OCC(=O)NCCc1ccc(S(N)(=O)=O)cc1	0.1	i	0.68
Cc1ccc(C)c(NS(=O)(=O)c2cc(C(=O)NCCC3=CCCCC3)ccc2C)c1	-0.4	i	-2.8
CCN1CCc2c(OCC(=O)N3CCCc4ccccc43)cccc2C1=O	-1.4	i	0.02
CCOC(=O)c1ccc(S(=O)(=O)NCCN2CCOCC2)cc1	0.0	i	-1.1
Cc1cc(C)nc(N2CCCC(C(=O)Nc3nnc(C)s3)C2)n1 (stereo not given)	-0.2	i	2.4
Cc1ccc(-n2c(O)c(C=NC3CCS(=O)(=O)C3)c3ccccc3c2=O)cc1C (stereo not given)	0.2	i	0.55
CC(C)c1ccc(/C=C/C(=O)Nc2nncs2)cc1	-0.7	i	-0.19
O=[N+]([O-])c1ccc(N2CCN(S(=O)(=O)c3ccccc3[N+](=O)[O-])CC2)cc1N1CCc2ccccc2C1	-1.6	i	0.59
Cc1ccc(-c2nnc(SCC(=O)NNC(=O)COc3ccccc3C)n2C)cc1	-1.1	i	0.77
CC(C)OCCCNC(=O)c1ccc(Br)cc1	-0.5	i	1.2
CCOc1ccc(CC(=O)N2CCC3(CC2)NCCc2[nH]cnc23)cc1	-0.3	i	-1.1
OC[C@@H](O)C1OC2NC(=S)OC2C1O (stereo not given in full)	-1.6	i	-1.4
Clc1cc(Cl)cc(C2=NC(Cc3ccccc3)CO2)c1 (stereo not given)	-1.0	i	0.8
COc1ccc(NCc2ccc(OC)c(OC)c2)cc1	-1.7	i	-1.1
The list continues.
SMILES	STK33 kinase inh	KCNQ2 block	Kir21 inh
CCOC(=O)c1sc(=NC(=O)c2ccc(C)cc2)n(C)c1C	-2.0	i	-2.9
Cc1ccc(N2CC(=O)N(NC(=O)CN3CCN(c4ccccc4)CC3)CC2=O)cc1	-4.5	i	-0.77
CN(C(=O)c1cc(COc2ccc(F)cc2Cl)on1)C1CCCc2ccccc21 (stereo not given)	-1.7	i	0.03
O=[N+]([O-])c1ccccc1Nc1ccc(O)cc1	9.6	i	-1.1
O=C(NC(=S)Nc1ccccc1C(=O)O)c1ccc2ccccc2c1	0.5	i	0.75
CN(C)CCCN(C(=O)c1ccc(S(=O)(=O)N2CCc3ccccc32)cc1)c1nc2ccc(Cl)cc2s1	-0.8	i	-0.27
COc1ccc(NC(=S)Nc2nc(CC(=O)Nc3ccccc3OC)cs2)cc1	-0.8	i	-1.1
CSCCC(NC(=O)/C(=C/c1ccco1)NC(=O)c1ccco1)C(=O)O (stereo not given)	-1.2	i	-0.72
O=C(c1csc2c1CCCC2)N1CCCCC1	-0.6	i	-0.08
Cc1ccc(S(=O)(=O)N(CC(=O)O)Cc2ccccc2)cc1	-1.3	i	-0.94
Cc1ccccc1CC(=O)NC1CCN(Cc2ccccc2)CC1	-1.2	i	0.44
CCCCNC(=O)CCn1c(=O)c2ccccc2n(CC(=O)N2CC(C)CC(C)C2)c1=O (stereo not given)	-1.0	i	1.4
CCn1cc(CN2CCC(C(=O)Nc3ccc(Oc4cccnc4)cc3)CC2)cn1	-2.4	i	-0.31
CC1CCC(NC(=O)CCS(=O)(=O)c2ccc3c(c2)NC(=O)CO3)CC1 (stereo not given)	0.2	i	0.07
CC(C)(C)c1cc(NC(=O)c2cccc([N+](=O)[O-])c2)no1	0.0	i	1.2
CCOc1ccc(-c2nc(S(=O)(=O)c3ccccc3)c(N3CCC(C(N)=O)CC3)o2)cc1	0.2	i	-1.1
CCOC(=O)C1(Cc2ccc(OC)cc2)CCN(C(=O)CCN2CCCC2=O)CC1	-0.4	i	-0.43
CCOC(=O)C1=C(COC(=O)C2(C)CC2(Cl)Cl)NC(=O)NC1c1ccccc1 (stereo not given)	-1.4	i	-1.1
NC(=O)CSc1nc(C23CC4CC(CC(C4)C2)C3)nc2ccccc12	-1.4	i	-1.4
C/C(=N\Nc1ccc(F)cc1F)c1ccc(F)cc1	-0.1	i	-1.4
O=C(O)C1=C(Nc2ccccc2)OCC1=O	-0.4	i	1.3
COC(=O)c1ccc2c(c1)C(C)(C)C(/C=C/c1ccc(O)cc1)=[N+]2C	6.8	i	-11
Cc1ccccc1-n1c(Cn2c(=O)sc3ccccc32)nnc1SC(C)C	-0.4	i	-0.3
CN(Cc1ccccc1)S(=O)(=O)c1ccc(Cl)c(C(=O)NCCc2ccccn2)c1	-1.8	i	-1.5
COC(=O)CCCSc1nccn1-c1ccccc1	-0.3	i	-0.65

Pulled by structure from the list above (two):
SMILES	STK33 kinase inh	KCNQ2 block	Kir21 inh
CCOC(=O)C1=C(COC(=O)C2(C)CC2(Cl)Cl)NC(=O)NC1c1ccccc1 (stereo not given)	-1.4	i	-1.1
CN(C(=O)c1cc(COc2ccc(F)cc2Cl)on1)C1CCCc2ccccc21 (stereo not given)	-1.7	i	0.03

(next part)
SMILES	STK33 kinase inh	KCNQ2 block	Kir21 inh
Cc1nnc(SCC(=O)N2CCN(Cc3ccccc3)CC2)s1	0.4	i	0.53
COC(=O)C1C(=O)C2=C(CC1C)NC(C)=C(C(=O)OC(C)C)C2c1ccc(C)o1 (stereo not given)	0.2	i	-0.23
Cc1c(C(=O)Nc2ccc(C(=O)O)cc2)cnn1C	-0.5	i	-1
Cc1ccc(-c2csc3ncnc(N4CCN(c5ccccc5O)CC4)c23)cc1	-2.7	i	2.3
COc1ccc(CCNc2nc(=S)[nH]c3cc(OC)c(OC)cc23)cc1OC	5.7	i	-0.13
CC(=O)Nc1c(C(=O)c2ccc(F)cc2)oc2ccccc12	-0.4	i	0.07
COc1ccc(N(C)C(=O)c2ccc3c(c2)nnn3C)cc1	-0.4	i	-0.05
CCCc1cc(C(=O)Nc2c(C)n(C)n(-c3ccccc3)c2=O)no1	-0.4	i	-0.04
CCOC(=O)C(O)(C1C(=O)CC(C)(C)CC1=O)C(F)(F)F (stereo not given)	-1.9	i	-0.19
CCOC(=O)c1ccc(CNC(=O)CSc2nnc(-c3ccncc3)o2)cc1	-1.6	i	0.36
Cc1ccccc1-c1nnn(CC(=O)NCc2ccc3c(c2)OCO3)n1	-1.0	i	0.03
CC(C)Cc1cc(C(=O)N2CCC(N3CCC(C(=O)N4CCOCC4)CC3)CC2)n[nH]1	0.4	i	1.8
O=C(CCCc1nc2ccccc2s1)NC1CCOC1=O (stereo not given)	-2.2	i	-0.46
O=S1(=O)CC(O)C(Nc2ccccc2Cl)C1 (stereo not given)	-5.2	i	-0.1
Cc1ccccc1-n1c(=O)n(CCc2ccccc2)c(=O)c2[nH]cnc21	6.7	i	-0.13
Cc1ccc(N2C(=O)C3C4C=CC(C4)C3C2=O)cc1 (stereo not given)	-1.6	i	2.4
Cc1cccc(C)c1NC(=S)NCc1ccccc1	-0.6	i	1.1
Cc1cccc(OCc2n(CC(=O)OC3CC(C)CCC3C(C)C)c3ccccc3[n+]2C)c1 (stereo not given)	4.0	-6.3*	-13*
COc1ccc(S(=O)(=O)N2CCc3ccccc32)cc1OC	-3.8	i	-6.2*
Nc1nc(SCC(=O)NCc2ccccc2)[nH]c(=O)c1NC(=O)c1ccccc1F	0.1	i	-2.6
Cc1ccc(NC(=O)CN(C)S(=O)(=O)c2cnc[nH]2)cc1C	-1.2	i	0.5
COc1ccc(S(N)(=O)=O)cc1C(=O)OCC1CCCCC1	3.1	i	-0.51
COc1ccc(-c2nc(CN3CCC(c4ccccc4)CC3)c(C)o2)cc1OC	-0.9	i	0.1
Cc1ccc2nc(NCC(=O)NN)nc(-c3ccccc3)c2c1	-0.6	i	1.4
CCC(=O)c1ccc(OCC(O)Cn2nnc3ccccc32)cc1 (stereo not given)	0.5	i	-0.38

Whole records from above.
COc1ccc(CCNc2nc(=S)[nH]c3cc(OC)c(OC)cc23)cc1OC as listed: STK33 kinase inh: 5.7; KCNQ2 block: i; Kir21 inh: -0.13
CCOC(=O)c1ccc(CNC(=O)CSc2nnc(-c3ccncc3)o2)cc1 as listed: STK33 kinase inh: -1.6; KCNQ2 block: i; Kir21 inh: 0.36

More records follow.
SMILES	STK33 kinase inh	KCNQ2 block	Kir21 inh
O=C(NC1CCCC1)C(c1ccccc1F)N(C(=O)Cc1cccs1)c1ccc2c(c1)OCCO2 (stereo not given)	0.2	i	0.27
Cc1cc(C)c2c(c1)/C(=N/NS(=O)(=O)c1ccccc1)CCC2	-0.1	i	-2.2
CCc1ccc(C2=Nn3c(nnc3-c3cccs3)SC2)cc1	0.8	i	1.6
COc1ccccc1CNC(=O)CN(C)S(=O)(=O)c1ccc2c(c1)n(C)c(=O)c(=O)n2C	-4.6	i	-0.2
COc1ccc(CC(=O)NCC(C)(C)N2CCOCC2)cc1	1.1	i	1.7
CC(=O)Nc1ccc(S(=O)(=O)N(C)c2ccc(OCC(=O)OCC(=O)NCc3ccco3)cc2)cc1	-1.0	i	-0.84
CC(=O)SC(C)CC(=O)NCc1ccccc1 (stereo not given)	1.0	i	1.3
Cc1cccc(CC2S/C(=N/N=C/c3ccco3)NC2=O)c1 (stereo not given)	0.3	i	-0.85
CCCc1cc(C(=O)N2CCCN(C)CC2)cs1	-3.0	i	0.49
O=C(O)CCCCCn1c(SCC(=O)Nc2ccc(F)cc2)nc2ccsc2c1=O	-0.9	i	0.49
COc1ccccc1NC(=O)Cn1nnc(-c2ccccc2NC(=O)c2cc3ccccc3oc2=O)n1	-1.1	i	-0.05
CSc1nc2ccccc2c(=O)n1Cc1ccc(F)cc1	-0.8	i	-0.15
Cc1cc(C)n2nc(-c3ccsc3-n3c(C)ccc3C)cc2n1	-1.1	i	-0.99
CC(C)CCNC(=S)Nc1ccc(Br)cc1	x	i	-0.52
Cc1cc(C(=O)N/N=C/C=C/c2ccc([N+](=O)[O-])cc2)n[nH]1	-0.4	i	0.04
CCN(C(=O)COC(=O)c1ccc(COc2ccc3c(C)cc(=O)oc3c2)cc1)C1CCS(=O)(=O)C1 (stereo not given)	-0.6	i	-0.9
COc1ccc(N(CC(=O)NC2CCCC2)C(=O)CCC(=O)Nc2nc(C)cs2)cc1OC	0.0	i	-1.1
CCCCc1nnc(NC(=O)CSc2nc(O)c(Cc3ccccc3)c(=O)[nH]2)s1	-0.6	i	0.89
CCNC(=O)CC1C(=O)N(CC)C(=S)N1NC(=O)c1cccnc1 (stereo not given)	-0.2	i	-0.01
CCCOc1ccc(-c2c(C(=O)N/N=C/c3cccs3)nnn2-c2nonc2N)cc1	-1.8	i	0.54
CCc1ccc(NC(=O)Cn2cnc([N+](=O)[O-])c2)cc1	-1.6	i	-1.2
Cc1cc(S(=O)(=O)NC(C)C)ccc1OCC(=O)N1CCOCC1	0.4	i	1.1
COCCN(C(=O)COC(=O)/C=C/c1nc2ccccc2s1)c1c(N)n(Cc2ccccc2)c(=O)[nH]c1=O	x	i	1.2
CC(C)OC(=O)CSc1nnc(SCc2cccc3ccccc23)s1	-1.2	i	0.43
COc1ccc(C(=O)CC(=O)C(=O)Nc2cc(C)ccc2C)cc1	-0.9	i	1.4

6 compounds from above, ordered by their value in Kir21 inh, low to high:
SMILES	STK33 kinase inh	KCNQ2 block	Kir21 inh
Cc1cccc(CC2S/C(=N/N=C/c3ccco3)NC2=O)c1 (stereo not given)	0.3	i	-0.85
CCNC(=O)CC1C(=O)N(CC)C(=S)N1NC(=O)c1cccnc1 (stereo not given)	-0.2	i	-0.01
Cc1cc(C(=O)N/N=C/C=C/c2ccc([N+](=O)[O-])cc2)n[nH]1	-0.4	i	0.04
O=C(NC1CCCC1)C(c1ccccc1F)N(C(=O)Cc1cccs1)c1ccc2c(c1)OCCO2 (stereo not given)	0.2	i	0.27
Cc1cc(S(=O)(=O)NC(C)C)ccc1OCC(=O)N1CCOCC1	0.4	i	1.1
COc1ccc(C(=O)CC(=O)C(=O)Nc2cc(C)ccc2C)cc1	-0.9	i	1.4

Additional results follow:
SMILES	STK33 kinase inh	KCNQ2 block	Kir21 inh
CCOC(=O)Nc1sc(C)c(C)c1C(N)=O	-1.9	i	-0.04
COc1cc2c(cc1OC)-c1cc(NCc3ccccn3)nc(=O)n1CC2	-0.6	i	-0.6
CC(C)NC(=O)C1CCCN(S(=O)(=O)c2cccc3nonc23)C1 (stereo not given)	0.0	i	-0.6
CC1=CC(C)(C)N(C(=O)CSc2nnc(N)s2)c2cc(C)c(C)cc21	0.2	i	-0.68
COc1cc2ccccc2cc1C(=O)N1CCCCC1	-0.8	i	1.4
COCCNCCCCOc1ccccc1-c1ccccc1	1.4	i	-6.3*
